High-throughput results (PubChem)
aDG glyco up: increases alpha dystroglycan glycosylation. activation, % at 10 µM. Pro5-aDG cells, alpha-DG glycosylation AlphaScreen (IIH6); 0% Pro5, 100% B10-LARGE cell signal. AID 624168. hit rate 0.22% among 360,000;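 active = activation of at least 8% versus controls, or a plate z-score of at least 8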;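 also: Pro5 are CHO cells carrying HIG-tagged alpha-DG that lacks glycosylation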
Cardio protect: protects H9c2 cardiomyocytes from peroxide injury | H2O2 injury protection, ATPLite, 2 h | protection from H2O2 cell death, % at 20 µM | hit rate 0.63% among 360,000;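 active = compounds giving at least 50% protection of heart cells from peroxide-induced death in the single-dose screen, raw or plate-pattern-corrected value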;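 also: 0% = DMSO wells with peroxide and 100% = DMSO wells without peroxide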
MC4R barr agon: activates human MC4R beta-arrestin recruitment; P32245; U2OS MC4R beta-arrestin complementation, luminescence; percent of melanotan II response, DMSO zero; activation, % at 8.9 µM; hit rate 0.98% among 360,000; AID 540308;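 active = activation above a per-plate cutoff, the mean activation of sample wells on that plate plus 3 SD, cut at about 8% in these data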
Target sequence (P32245 whole entry, looked up): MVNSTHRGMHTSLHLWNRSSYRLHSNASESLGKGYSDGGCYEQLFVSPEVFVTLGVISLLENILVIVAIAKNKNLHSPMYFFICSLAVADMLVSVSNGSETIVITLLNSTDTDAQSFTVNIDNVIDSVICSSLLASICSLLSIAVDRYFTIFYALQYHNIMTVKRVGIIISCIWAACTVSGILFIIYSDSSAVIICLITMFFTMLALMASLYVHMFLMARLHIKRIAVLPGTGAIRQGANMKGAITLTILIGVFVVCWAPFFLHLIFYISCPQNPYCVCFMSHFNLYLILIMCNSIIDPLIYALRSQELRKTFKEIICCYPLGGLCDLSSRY
HTR2A ag: activates the mouse 5-HT2A serotonin receptor. P35363. CHO-K1 mHTR2A beta-arrestin complementation, luminescence; percent of 30 µM serotonin response. activation, % at 7.6 µM. hit rate 0.66% among 360,000. AID 624169;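 active = activation above a run cutoff, the mean activation of all tested compounds plus 3 SD, cut at about 14% in these data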;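 also: 0% = plate median of compound wells and 100% = 30 µM serotonin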
Target sequence (P35363 whole entry, looked up): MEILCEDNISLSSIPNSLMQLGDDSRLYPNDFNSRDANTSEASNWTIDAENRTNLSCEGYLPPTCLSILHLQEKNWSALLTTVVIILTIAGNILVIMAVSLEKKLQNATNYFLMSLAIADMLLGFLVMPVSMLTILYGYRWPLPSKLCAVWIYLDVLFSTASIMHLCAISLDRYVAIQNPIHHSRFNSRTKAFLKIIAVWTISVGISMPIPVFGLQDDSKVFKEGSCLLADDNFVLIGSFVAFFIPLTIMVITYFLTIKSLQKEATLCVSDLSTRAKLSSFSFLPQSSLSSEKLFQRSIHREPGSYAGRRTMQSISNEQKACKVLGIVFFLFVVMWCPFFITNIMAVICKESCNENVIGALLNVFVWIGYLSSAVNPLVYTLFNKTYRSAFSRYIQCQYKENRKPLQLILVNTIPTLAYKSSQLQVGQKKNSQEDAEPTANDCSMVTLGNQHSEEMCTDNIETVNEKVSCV
PDI turbidity: blocks human protein disulfide isomerase activity; PDI insulin aggregation turbidity, A650, 90 min; inhibition, % at 10 µM; hit rate 0.052% among 350,000;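 active = mean inhibition across replicates of 30% or more, whatever share of single replicates reach that level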;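 also: absorbance from insulin aggregation driven by PDI reduction with DTT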
CaV13 FRET inh: Disruptors of the CACNA1D IQ motif to Ca2+-dependent inactivation inhibitor domain association, primary screening, Förster resonance energy transfer in intact living … | HEK cells, CFP/YFP FRET ICDI-IQ, plate reader, 10 min; percent FRET-ratio fall versus neutral wells | inhibition, % at 12.3 µM | hit rate 0.098% among 340,000;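 active = mean replicate inhibition of at least 30% and at least 1% of replicates passing that level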;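 also: 0% = median of the neutral control wells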
Vif imaging: inhibitors of HIV Vif; AID 602346; inhibition, % at 7.49 µM; HEK293T cells, Vif self-association by quenched fluorescence, imaging, 24 h; hit rate 0.35% among 340,000; in the data active = inhibition above about 50%, passing the limit was not always enough; also: some results filed as inactive read as strong as hits
Glyco luc inh: blocks N-linked glycosylation in D54 reporter cells. D54 ERlucT glycosylation luciferase reporter, 24 h; percent of 100 nM tunicamycin response. hit rate 0.23% among 360,000. reporter increase, % at 12.5 µM. AID 588692;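 active = mean luciferase reporter signal, scaled so untreated is 0 and the glycosylation-blocking control 100, at or above a set limit in every replicate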;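 also: luciferase carries N-glycosylation sites so blocking glycosylation raises the light; 0% = median of neutral control wells and 100% = median of 100 nM tunicamycin wells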
MC4R antagonist: human MC4R antagonism in cAMP assay; P32245; MC4R-expressing cells, MTII-stimulated cAMP, LANCE TR-FRET; inhibition, % at 6.5 µM; hit rate 0.48% among 360,000; AID 540295;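 active = inhibition above its plate's cutoff, the mean of tested wells on that plate plus 3 SD, cut at about 29% in these data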;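 also: 0% = Melanotan II alone and 100% = Melanotan II plus saturating MCL0020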
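Material: human MC4R-expressing U2OS cells. Probe or stimulus: Melanotan II challenge. Dosing: 6.5 µM single dose. Times: 30-min compound, 1-h challenge, 1-h detection, room temperature. Technique: TR-FRET with Eu-cAMP and labeled anti-cAMP, 671 nm. Replication: singlicate.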
ABCB6 inh 2: blocks the human ABCB6 transporter; Q9NP58; hit rate 0.19% among 360,000; fluorescence ratio to DMSO, % at 10 µM; K562-ABCB6 porphyrin accumulation, flow cytometry, 1 h; hits give low values;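 active = fluorescence ratio to DMSO below 75%, the collection mean minus 3 SD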;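 also: signal is porphyrin accumulated inside mitochondria; 100% equals median channel fluorescence of DMSO control wells; lower ratio means ABCB6 inhibition with less porphyrin fluorescence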
Starred values were filed as active, the others as inactive; / = not tested or not shown.

SMILES	aDG glyco up	Cardio protect	MC4R barr agon	HTR2A ag	PDI turbidity	CaV13 FRET inh	Vif imaging	Glyco luc inh	MC4R antagonist	ABCB6 inh 2
CC(NC(=O)c1ccccc1F)c1cccc2ccccc12 (stereo not drawn)	0.0	6	-1.7	-6	0	-11	-1	-3	3	99
CCOC(=O)Cn1c(-c2ccccc2)cc(SC)c(C#N)c1=O	0.1	-4	0.1	-6	5	-9	/	0	-6	90
O=C1CN(Cc2nc3cc(Cl)ccc3c(=O)[nH]2)CCN1	-0.1	6	-2.1	5	0	-5	-15	3	2	101
COc1cccc(NC(=O)c2nnn(CC(=O)Nc3cc(C)cc(C)c3)c2N)c1	0.0	-16	0.4	-1	-9	-16	14	-1	0	102
Cc1nc2ccc(S(=O)(=O)Nc3ccccc3C)cc2s1	0.4	5	-0.5	1	-6	-8	7	5	-1	108
COc1ccc(N2C(=O)c3ccc(C(=O)Nc4ccccc4OC)cc3C2=O)cc1	0.0	0	1.1	-2	15	-4	15	1	6	97
Cc1ccsc1/C=N\NC(=O)c1n[nH]c2c1CCC2	-0.2	-9	-2.4	-4	-1	-4	12	-18	-19	105
O=C(COc1ccc(Br)cc1)Nc1ccc(Cc2ccncc2)cc1	0.2	-2	-1.5	-2	-6	-3	4	1	13	94
COc1cc(CN2CCN(Cc3ccc(C)cc3)C(CCO)C2)cc(OC)c1O (stereo not drawn)	-0.1	-6	-0.5	2	7	-4	-5	1	3	102
CCOc1nc(OCC)nc(-n2cc(-c3ccccc3)nn2)n1	0.3	26	-3.3	0	-9	/	10	-1	5	88
C(=N\Nc1ccccc1)/c1nc2ccccc2s1	-0.2	-8	1.0	-5	14	-6	-18	-10	-6	94
O=C(CN1C(=O)CCS(=O)(=O)c2ccccc21)Nc1ccc(F)cc1	-0.3	4	0.8	3	3	-5	6	1	4	95
CCCC#Cc1ccc2c(c1)O[C@H](CN(C)C(=O)CC1CC1)[C@H](C)CN([C@@H](C)CO)S2(=O)=O	-0.1	-3	-0.9	3	14	-5	-1	-2	7	100
CN(CC(=O)Nc1ncn[nH]1)S(=O)(=O)c1ccc(Cl)cc1	-0.1	-4	-0.3	3	4	-2	-14	3	13	108
CCCNS(=O)(=O)c1ccc(OCC(=O)Nc2ccccc2F)cc1	-0.2	0	-0.6	-2	-2	-5	1	3	-2	99
O=C(O)c1oc2ccccc2c1CSc1ccc(Cl)cc1	0.0	5	-1.4	2	4	-3	8	3	-4	99
O=C(COC(=O)c1ccc([N+](=O)[O-])o1)Nc1cccc(S(=O)(=O)N2CCCCC2)c1	-0.3	53*	0.0	0	13	5	0	3	1	94
O=C(NC1CC1)c1cc(=O)c2ccccc2o1	-0.1	0	-0.5	-1	-2	-3	23	-1	5	103
CCN(CC)c1ccc2cc(-c3nc4ccccc4n3C)c(=O)oc2c1	1.1	-2	4.0	-1	8	16	/	16	-26	110
CCCOc1ccc(/C=C/C(=O)OCC(=O)N(C)c2c(N)n(Cc3ccccc3)c(=O)[nH]c2=O)cc1OCC	0.1	-2	-1.7	11	-5	-6	-5	1	-4	98
COC(=O)c1sc2nc(N)c(C#N)cc2c1N	-0.1	7	-0.1	-2	-4	-8	9	8	3	102
CCN(C(=O)CSc1nc(-c2cccs2)nc2ccccc12)C1CCS(=O)(=O)C1 (stereo not drawn)	0.0	12	-0.7	2	-2	-4	17	-4	-2	90
O=C(CSc1nc2ccccc2c(=O)n1-c1ccc(Cl)cc1)N/N=C/C=C/c1ccccc1[N+](=O)[O-]	0.4	-6	-0.6	0	-2	-4	0	-3	8	90
COc1ccc(NC(=O)c2cnn(-c3ccccc3)c2C)c(OC)c1	0.0	7	-1.6	9	-2	-3	3	0	7	97
O=C(NCC(c1ccco1)N1CCc2ccccc21)c1ccc([N+](=O)[O-])cc1 (stereo not drawn)	0.9	-1	-3.7	-6	8	-6	-8	1	7	96

New compounds follow.
SMILES	aDG glyco up	Cardio protect	MC4R barr agon	HTR2A ag	PDI turbidity	CaV13 FRET inh	Vif imaging	Glyco luc inh	MC4R antagonist	ABCB6 inh 2
O=C(Cc1ccccc1Cl)Nc1ccc(S(=O)(=O)N2CCOCC2)cc1	0.1	-2	-1.6	2	-18	-1	/	-1	10	104
Cc1cc(C)c2c(CN3CCCCCCC3)cc(=O)oc2c1	0.1	0	/	-5	/	-9	/	-3	/	107
COC(=O)c1cc(Cl)c(NC(=O)c2cc3ccccc3o2)cc1OC	-0.2	-2	0.9	2	5	/	63*	1	-5	100
O=C(Nc1c(C(=O)N2CCOCC2)oc2ccccc12)c1cccc([N+](=O)[O-])c1	-0.1	1	-1.9	8	-3	-2	1	2	1	92
OCC(O)C1OCOC(C(O)CO)C1O (stereo not drawn)	0.0	1	-2.2	2	-1	-6	6	0	-2	102
O=C(COc1ccc(Br)cc1CNCCc1ccccc1)NCc1ccccc1	1.2	-11	1.1	-10	-10	-2	0	-7	13	85
CN(C)c1ccc(N=Cc2ccco2)cc1	-0.5	-14	-1.8	-2	-6	/	-1	-12	-1	102
CCOC(=O)Cc1csc(NC(=O)c2cc(C)cc(C)c2)n1	0.2	0	-0.6	0	8	-7	-11	1	5	92
CC(C)NC(=O)Cn1cc(C(=O)COc2ccccc2)c2ccccc21	-0.4	-7	0.5	-1	0	3	1	-1	15	97
OCC1(CO)CCCC(CO)(CO)C1O	0.0	2	-1.6	11	-1	-4	12	-1	9	94
COc1ccc(OC)c(NC(=O)C2CCN(c3cc(-c4ccccc4)nc4ncnn34)CC2)c1	1.9	0	-0.7	0	8	-7	-18	1	5	83
O=C(NC(=S)NCC1CCCO1)c1ccccc1Br (stereo not drawn)	-0.1	10	1.4	-1	-8	-5	0	2	5	97
O=C(c1ccccc1F)N1CCCc2ccccc21	-0.1	-4	-1.9	-1	1	-3	-8	-5	8	90
COCCCNC(=S)N/N=C/c1ccc(N(C)C)cc1Cl	0.2	1	3.1	-3	5	-15	4	-1	4	89
COC(=O)c1ccc(CNC(=O)CSc2nnc(COc3ccccc3)n2C)o1	-0.5	2	0.3	1	-8	/	-1	2	1	102
O=C(CCCNC(=O)c1ccc(Cl)cc1)Nc1cccc(F)c1	-0.1	1	-0.7	0	5	-5	9	1	-1	106
CCCc1cc(=O)[nH]c(SCC(=O)N(C)CC(=O)Nc2ccc(C)cc2)n1	-0.4	1	1.5	8	3	-4	1	3	1	103
Cc1cc2ncn(-c3ncnc4scc(-c5ccccc5)c34)c2cc1C	0.5	13	-0.9	-4	5	-4	-1	-2	9	99
C/C(O)=c1/cnc2nc3ccccc3n2c1=O	-0.1	2	-2.1	8	0	2	-5	0	7	96
Cc1cc(-n2nc(C)cc2C)n2nc(C)c(-c3ccc(Cl)cc3)c2n1	-0.4	-2	-0.2	3	0	-8	-14	0	12	97
Cc1nnc(SCC(=O)NC(=O)Nc2ccc3c(c2)OCCO3)s1	-0.3	-5	0.1	0	1	7	9	1	1	99
C=CCn1c(=S)[nH]c2cc(C(=O)NCCc3ccc(S(N)(=O)=O)cc3)ccc2c1=O	-0.3	0	-0.6	1	17	-7	-14	3	8	94
CN(C)/C=C(/C(=O)c1ccc(Cl)cc1Cl)S(=O)(=O)c1ccc(Cl)cc1	0.1	-3	-0.2	6	22	/	-2	4	13	100
N#Cc1c(NC(=O)C2CC(c3ccccc3Cl)=NO2)sc2c1CCC2 (stereo not drawn)	-0.3	-9	4.2	4	-6	/	-3	2	8	90
CCOc1ccccc1NC(=O)N1CCCC1C(=O)NCc1ccco1 (stereo not drawn)	0.0	4	-0.8	-5	-2	-4	7	0	-6	93

Next records follow:
SMILES	aDG glyco up	Cardio protect	MC4R barr agon	HTR2A ag	PDI turbidity	CaV13 FRET inh	Vif imaging	Glyco luc inh	MC4R antagonist	ABCB6 inh 2
CCC(=O)N1CCc2cc(S(=O)(=O)Nc3ccccc3C)ccc21	-0.1	-9	-1.3	-3	9	-4	-8	-3	11	100
O=c1c2ccccc2nnn1CSc1nc2ccccc2[nH]1	0.2	9	-0.2	2	-12	-7	3	0	3	88
O=C(Nc1cccc(C(F)(F)F)c1)c1ccc(Cn2cc(Br)cn2)o1	1.3	-11	1.3	-5	0	-8	-15	1	-5	94
Cc1ccc2sc(N(CCCN(C)C)C(=O)c3ccc(S(=O)(=O)N(C)C4CCCCC4)cc3)nc2c1C	0.6	-15	1.2	-7	-3	-5	-15	-11	6	97
Cc1csc(NC(=O)CSc2nc3nc(C)cc(C)n3n2)n1	0.1	-6	-0.9	-4	-1	-3	1	2	-3	98
Cc1cnc(C(=O)OCC(=O)c2ccccc2)cn1	0.0	6	-1.9	-7	-8	-14	-9	2	3	88
CC(NC(=S)NCc1ccc(F)cc1)C12CC3CC(CC(C3)C1)C2 (stereo not drawn)	3.6	-21	0.8	-2	-7	-4	13	-7	4	93
CCCc1ccc(NC(=O)C2CCN(c3cnccn3)CC2)cc1	-0.1	-1	0.0	-1	-4	-12	-4	-2	14	92
O=S(=O)(NCc1ccccc1)c1ccc(S(=O)(=O)N(Cc2ccccn2)C2CCCC2)cc1	0.1	-5	0.1	-5	3	-7	/	-5	10	84
COc1ccc(N(CC(=O)Nc2ccc3c(c2)OCO3)S(C)(=O)=O)c(OC)c1	-0.2	1	-1.1	-5	-4	-3	14	0	7	97
COc1ccccc1NS(=O)(=O)c1cc(NC(=O)c2cc(F)c(F)c(F)c2F)ccc1N1CCOCC1	0.2	8	-2.2	-1	23	-16	13	-3	8	102
Cc1cccc2c(N=Nc3ccc(S(=O)(=O)Nc4ccc(Cl)cc4)cc3[N+](=O)[O-])c(O)[nH]c12	0.0	-2	-1.2	2	-1	9	-1	-1	1	99
CCc1cccc(CC)c1NC(=O)C[n+]1cccc(C(N)=O)c1	-0.2	0	0.1	0	-1	-5	-3	1	10	101
CN1CC(=O)N2[C@H](c3ccc4c(c3)OCO4)c3[nH]c4ccccc4c3C[C@@H]2C1=O	0.2	17	2.2	5	-13	-5	1	1	6	108
O=C(CSc1nnnn1-c1ccc(Cl)cc1)NC(=O)Nc1ccc2c(c1)OCCO2	-0.1	-9	9.3*	-3	-12	-8	31	6	-3	98
CCc1ccc(-c2cc(C)no2)cc1S(=O)(=O)NCCc1ccc(OC)c(OC)c1	-0.2	6	-1.4	-7	5	-2	-5	0	-2	97
COc1ccc2c(OC)cc(=O)n(C)c2c1	0.0	9	1.8	-1	-6	-5	6	12	15	97
COC(=O)c1[nH]nc(C(=O)OC(C)(C)C)c1-c1ccccc1	0.1	-14	2.0	1	-4	-2	2	2	13	94
COc1ccc(C(=O)Nc2ccc(NC(=O)c3ccccc3)cc2)cc1S(=O)(=O)N1CCOCC1	0.0	1	6.4	2	-3	-3	17	-1	6	95
